SKKanGAS inh – SKKanGAS growth inhibition | S. pyogenes SKKanGAS, kanamycin growth, BacTiter-Glo, 6 h | inhibition, % at 7.5 µM | AID 1662 | 300,000 compounds, 1.3% hits;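 active = mean replicate score, as percent of positive control median, at least 50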;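 note: strain carries kanamycin resistance gene driven by streptokinase promoter and grows in 40 µg/ml kanamycin; loss of luminescence reflects streptokinase promoter inhibition or plain growth inhibition; 0% = median of DMSO wells and 100% = positive control at its reference dose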
HIF act – HIF pathway transcriptional activation; U2OS HRE-luciferase reporter, luminescence; normalized: DMSO 0%, desferrioxamine 100%; activation, % at 7.5 µM (by protocol); 300,000 compounds, 0.32% hits; AID 1910;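 active = mean activation of at least 10% of the iron chelator positive control signal, with at least half of replicates also reaching 10%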
Platelet DG rel – modulates dense granule release in human platelets | 300,000 compounds, 0.22% hits | inhibition, %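 (compounds screened at 7.5 µM in platelet-rich plasma)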 | human platelet-rich plasma, SFLLRN dense granule ATP release, luminescence;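 active = mean replicate score, as percent of positive control, at or above 50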
MrgX1 ag – activates human MrgX1 receptor signaling; MrgX1-HEK293 cells, Fluo-4 calcium fluorescence, agonist mode; stronger effect = higher value; B-score at 10 µM; 310,000 compounds, 0.44% hits; AID 588627;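 active = calcium response B-score plate-corrected fluorescence ratio at least 3 library SD, with starting fluorescence B-score inside 5 SD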
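times = overnight plating, then 30 min 37 °C plus 30 min room-temperature dye loading | assay system = stable human MrgX1 HEK293 cell line | input = fifteen thousand cells per well | signal = kinetic calcium dye fluorescence, Fluo-4 NW | dosing = compound delivered in addition one of three | read-out = B-scored fluorescence response ratio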
TRPC4 inh – blocks the mouse TRPC4 cation channel | Q9QUQ5 | HEK293 TRPC4beta/mu-opioid, DAMGO-evoked Fluo4 calcium flux; stronger effect = lower value | B-score at 10 µM | 300,000 compounds, 0.39% hits;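 active = B-score over 3 SD under the library average, no early fluorescence shift, positive overall ratio signal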
Target sequence (Q9QUQ5 whole entry, looked up): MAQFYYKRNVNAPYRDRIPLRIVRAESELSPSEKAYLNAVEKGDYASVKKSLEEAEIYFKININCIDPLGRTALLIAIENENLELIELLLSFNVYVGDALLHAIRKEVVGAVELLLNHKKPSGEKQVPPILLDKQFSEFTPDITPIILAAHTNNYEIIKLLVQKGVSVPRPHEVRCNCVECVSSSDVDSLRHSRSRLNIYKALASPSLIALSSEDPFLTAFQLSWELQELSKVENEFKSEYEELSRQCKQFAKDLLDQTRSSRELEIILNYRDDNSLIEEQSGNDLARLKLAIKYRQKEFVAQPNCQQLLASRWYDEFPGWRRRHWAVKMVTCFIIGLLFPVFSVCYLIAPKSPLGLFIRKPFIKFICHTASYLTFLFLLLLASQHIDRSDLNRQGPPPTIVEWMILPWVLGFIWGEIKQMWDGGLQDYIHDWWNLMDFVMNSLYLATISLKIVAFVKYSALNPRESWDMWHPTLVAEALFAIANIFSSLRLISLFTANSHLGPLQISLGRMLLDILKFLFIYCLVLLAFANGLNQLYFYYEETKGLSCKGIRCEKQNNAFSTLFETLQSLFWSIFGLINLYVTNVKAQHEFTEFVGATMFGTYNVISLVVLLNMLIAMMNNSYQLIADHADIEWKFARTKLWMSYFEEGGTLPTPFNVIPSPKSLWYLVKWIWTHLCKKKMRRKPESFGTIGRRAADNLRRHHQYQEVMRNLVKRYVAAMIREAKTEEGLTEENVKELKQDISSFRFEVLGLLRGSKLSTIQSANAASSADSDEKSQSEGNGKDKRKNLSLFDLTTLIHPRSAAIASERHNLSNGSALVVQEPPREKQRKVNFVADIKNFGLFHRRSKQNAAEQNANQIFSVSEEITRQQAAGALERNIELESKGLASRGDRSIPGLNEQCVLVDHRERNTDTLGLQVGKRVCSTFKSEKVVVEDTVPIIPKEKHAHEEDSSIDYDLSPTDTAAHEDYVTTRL
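Material: HEK293 cells with stable TRPC4beta plus mu-opioid receptor expression / Probe or stimulus: DAMGO in two steps, submaximal then maximal / Compound: single concentration per test compound / Technique: kinetic Fluo4 fluorescence imaging of calcium influx / Read-out: per-well B score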
MrgX1 PAM – allosterically activates human MrgX1 receptor signaling; Q96LB2; MrgX1-HEK293, Fluo-4 calcium flux, FDSS; stronger effect = higher value; B-score at 10 µM; 310,000 compounds, 0.63% hits;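 active = plate-corrected calcium response at least 3 library SD above typical, normal starting fluorescence, not activating the receptor alone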;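 note: compound read alongside a low EC10 to EC30 dose of BAM8-22 agonist; peak minus trough fluorescence over baseline measured at the second addition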
MrgX1 antag – blocks BAM8-22 activation of human MrgX1 receptor. MRGX1-HEK293 calcium flux, Fluo-4, BAM8-22 antagonism; stronger effect = lower value. B-score at 10 µM. 310,000 compounds, 1.3% hits;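 active = calcium-response B-score plate-corrected more than 3 library SD below zero, starting fluorescence within 5 deviations, no agonist response on first addition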;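 note: peak minus trough fluorescence over baseline after final BAM8-22 challenge near maximal dose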
TRPC6 inh – blocks the mouse TRPC6 cation channel; Q61143; HEK293-TRPC6, membrane potential dye, ACh-evoked depolarization; stronger effect = lower value; B-score at 10 µM; 310,000 compounds, 1.1% hits; AID 2553;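 active = B-score under library mean minus 3 SD, initial fluorescence not abnormally high, positive integrated signal ratio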;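 note: B-score derived from integrated fluorescence ratio over the kinetic read; more negative B-score means stronger inhibition of depolarization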
RGS4 block – inhibitors of human RGS4 | P49798 | HEK293 M3R/RGS4 inducible, Fluo-4 calcium flux; stronger effect = higher value; triggered by carbachol at its EC20 | B-score at 10 µM | 310,000 compounds, 0.45% hits | AID 463165;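 active = B-score, a plate-corrected calcium signal, over three deviations above library mean, with baseline fluorescence within five deviations of library mean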;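 note: RGS4 expression induced by doxycycline in cells with stable M3 receptor; B-score is computed from the integrated fluorescence ratio over baseline after carbachol; higher B-score means a larger calcium signal and so more RGS4 inhibition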
RGS4 act – RGS4 potentiation or activation; AID 463111; HEK293 M3R/inducible RGS4, carbachol calcium flux Fluo4; stronger effect = lower value; 310,000 compounds, 0.92% hits; B-score at 10 µM;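 active = B-score of the integrated calcium signal more than 4 SD below the library mean, with starting fluorescence not abnormally high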;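 note: negative B-score means reduced calcium response which marks RGS4 activation or potentiation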
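Reagent: ECmax carbachol challenge; Test system: M3R-expressing HEK293 line, RGS4 induced by doxycycline; Schedule: overnight RGS4 induction, 30 min dye load 37 °C, 20 min compound RT; Detection: calcium dye Fluo4 fluorescence; Read-out: Agonist-evoked peak-minus-minimum fluorescence over baseline, integrated ratio, B score.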
TRPC6 act – mouse TRPC6 channel activation; 310,000 compounds, 0.13% hits; Q61143; HEK293-TRPC6 membrane potential dye fluorescence; stronger effect = higher value; AID 2550; B-score at 10 µM;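 active = B-score of the integrated fluorescence ratio above library mean plus 3 SD, and starting fluorescence ratio within library mean plus 5 SD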;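 note: higher score means more depolarization so channel activation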
Starred values were filed as active, the others as inactive; i = inactive; . = not tested or not shown.

smiles | SKKanGAS inh | HIF act | Platelet DG rel | MrgX1 ag | TRPC4 inh | MrgX1 PAM | MrgX1 antag | TRPC6 inh | RGS4 block | RGS4 act | TRPC6 act
Cc1nnc2c(-c3ccccc3)nc3ccccc3n12 | -8 | -0.5 | -40 | i | i | i | i | i | i | i | i
Cc1nonc1C1CCCN1Cc1nc(-c2ccccc2Cl)oc1C (centres undefined) | 4 | -0.1 | 2 | i | i | i | i | i | i | i | i
Cc1ccc2nc(-c3ccccc3N)[nH]c2c1 | 5 | -0.7 | 20 | i | i | i | i | i | i | i | i
COc1ccc(/C=C(/NC(=O)c2ccccc2)C(=O)N/N=C/c2ccncc2)cc1 | -5 | -0.3 | -2 | i | i | i | i | i | i | i | i
O=C(CCc1nc2ccccc2s1)NC1CCOC1=O (centres undefined) | -3 | 0.9 | -4 | i | i | i | i | i | i | i | i
CC(C)(C)C1(C)OC(C(N)=O)C(C(N)=O)O1 (centres undefined) | 15 | -42 | -1 | i | i | i | i | i | i | i | i
CNS(=O)(=O)c1cccc(C(=O)OC2CCCCC2=O)c1 (centres undefined) | -2 | -0.3 | -6 | i | i | i | i | i | i | i | i
COc1coc(/C=C/C(=O)O)cc1=O | -6 | 0.0 | -3 | i | i | i | i | i | i | i | i
CCN1CCN(C2CCCCC2NS(=O)(=O)c2ccc(Cl)cc2)CC1 (centres undefined) | -1 | . | -3 | i | i | i | i | i | i | i | i
COc1ccc(S(=O)(=O)Nc2c(O)ccc3ccccc23)cc1OC | 16 | -0.1 | -3 | 27* | i | i | i | i | i | i | i
CC(CCc1ccccc1)NC(=O)CSc1ccccn1 (centres undefined) | -3 | -0.2 | -1 | i | i | i | i | i | i | i | i
COc1ccccc1OCCCC(=O)Nc1nccs1 | 1 | 4.3 | 1 | i | i | i | i | i | i | i | i
C=CCOCCN1C(=O)C2C(c3ccccc3)C=CC(c3ccccc3)C2C1=O (centres undefined) | 2 | 0.1 | -2 | i | i | i | i | i | i | i | i
C(=N\n1cnnc1)/c1ccc(OCc2cccc3ccccc23)cc1 | 19 | 0.6 | -5 | i | i | i | i | i | i | i | i
CCCS(=O)(=O)c1c(S(=O)(=O)CCC)c2c(C)cccn2c1C(=O)OC | 19 | -0.4 | -2 | i | i | i | i | i | i | i | i
CCC1(c2ccc(F)cc2)NC(=O)N(CC(=O)NCc2ccc(F)cc2)C1=O (centres undefined) | -1 | -5.4 | -4 | i | i | i | i | i | i | i | i
COc1cc(C2Nc3ccccc3C(=O)N2c2ccccc2)ccc1O (centres undefined) | -7 | 0.4 | 9 | i | i | i | i | i | i | i | i
O=[N+]([O-])c1ccc(O)c(/C=N/Nc2nn[nH]n2)c1 | -2 | -1.1 | -4 | i | i | i | i | i | i | i | i
CCCCCCCCCC(=O)Nc1cccnc1 | -13 | -0.2 | 0 | i | i | i | i | i | i | i | i
Cc1onc(-c2c(F)cccc2Cl)c1C(=O)OCC(=O)c1c[nH]c2ccccc12 | 1 | -0.6 | -3 | i | i | i | i | i | i | i | i
O=C(Nc1cnn(Cc2ccccc2)c1)NC12CC3CC(CC(C3)C1)C2 | 9 | 1.1 | -5 | i | i | i | i | i | i | i | i
CCC(=O)NC(=S)Nc1ccc(NC(=O)COc2ccc([N+](=O)[O-])cc2)cc1 | 0 | -0.4 | -4 | i | i | i | i | i | i | i | i
CCn1c(SCC(=O)Nc2cc(C)on2)nc2c([nH]c3ccccc32)c1=O | 0 | -0.2 | -1 | i | i | i | i | i | i | i | i
c1ccc(C2=Nc3cccnc3C(c3ccccc3)=NN2)cc1 | 0 | 0.1 | 4 | i | i | i | i | i | i | i | i
O=C(/C=C/c1ccccc1[N+](=O)[O-])NCCCN1CCCC1=O | 9 | 1.1 | 4 | i | i | i | i | i | i | i | i
CCCC(=O)Nc1ccc(-c2cnc(-c3ccc(NC(=O)CCC)cc3)nc2)cc1 | 9 | 0.3 | 8 | i | i | i | i | i | i | i | i
O=c1nc(-c2ccccc2Cl)c2cc(F)ccc2[nH]1 | 0 | 0.8 | -2 | i | i | i | i | i | i | i | i
COCCNS(=O)(=O)c1ccc(C2CNC(=O)C2)cc1 (centres undefined) | 13 | -0.2 | 0 | i | i | i | i | i | i | i | i
O=C(Nc1ccc(F)cc1)c1cc(S(=O)(=O)N2CCCCC2)cs1 | -2 | 0.0 | -1 | i | i | i | i | i | i | i | i
CCc1nc(C)cn1S(=O)(=O)c1cc(F)ccc1OC | -10 | -0.3 | -3 | i | i | i | i | i | i | i | i
COc1ccc(NC(=O)c2nc[nH]c2C(=O)Nc2ccccc2C)cc1 | 19 | 1.8 | 1 | i | i | i | i | i | i | i | i
CC(=O)c1cc(-c2ccccc2)n(CCC(=O)NC(C)(C)C)c1C | -4 | -0.1 | 3 | i | i | i | i | i | i | i | i
O=c1c2c3c(sc2ncn1/N=C/c1ccc([N+](=O)[O-])o1)CCCC3 | 3 | 0.3 | -1 | i | i | i | i | i | 5.2* | i | i
CN(C)C1(CNC(=O)C2CCN(S(=O)(=O)c3c(Cl)cccc3Cl)CC2)CCCCC1 | 3 | 0.6 | -4 | i | i | i | i | i | i | i | i
Cc1ccc(S(=O)(=O)Nc2nc(C)c(C(=O)Nc3ccccc3)s2)cc1 | 10 | -0.4 | -2 | i | i | i | i | i | i | i | i
COc1ccccc1Nc1nnc(SCc2cc(=O)n3cc(C)ccc3n2)s1 | -11 | -0.2 | -5 | i | i | i | i | i | i | i | i
CCOC(=O)c1c(S(=O)(=O)Nc2ccc(F)cc2C)c(C)n(C)c1C | 1 | 2.1 | 5 | i | i | i | i | i | i | i | i
Cn1nnnc1SCc1nnc(-c2ccc(F)cc2)o1 | -3 | 1.0 | -3 | i | i | i | i | i | i | i | i
CC(=O)c1c(C)[nH]c(C(=O)OCC(=O)NCCC(C)C)c1C | -5 | 0.2 | -2 | i | i | i | i | i | i | i | i
O=C1CC(=O)C(n2cncn2)C(c2c(F)cccc2Cl)C1 (centres undefined) | 8 | 0.5 | 2 | i | i | i | i | i | i | i | i
CC1(C)NC(=O)N(CCCSc2ccc(Cl)cc2)C1=O | -2 | -0.2 | 0 | i | i | i | i | i | i | i | i
COC(=O)Cc1ccc(NC(=S)Nc2ccc(N3CCOCC3)cc2)cc1 | 8 | 2.4 | 0 | i | i | i | i | i | i | i | i
CC(=O)Nc1ccc(S(=O)(=O)N(C)c2ccccc2)cc1 | 5 | 0.1 | 0 | i | i | i | i | i | i | i | i
Cc1cc(C(F)F)nn1CC(=O)Nc1cc([N+](=O)[O-])ccc1F | -10 | -0.5 | -12 | i | i | i | i | i | i | i | i
COc1cc(OC)cc(C(=O)N2CCN(Cc3ccccc3C(F)(F)F)CC2)c1 | -3 | 0.0 | -3 | i | i | i | i | i | i | i | i
CCOc1cc(C(C#N)N2CCCCC2)ccc1OC (centres undefined) | 6 | 0.0 | 2 | i | i | i | i | i | i | i | i
COc1ccc(-c2[nH]ncc2CN(C)Cc2c(C)n[nH]c2C)c(OC)c1 | -3 | -0.6 | -3 | i | i | i | i | i | i | i | i
O=C(Nc1ccc(N2CCCC2)c(Cl)c1)c1ccco1 | -3 | 2.0 | -1 | i | i | i | i | i | i | i | i
COc1cc(OC)c2c(C)cc(=O)oc2c1C(CCN1CCOCC1)c1ccc2c(c1)OCO2 (centres undefined) | 3 | -0.4 | -6 | i | i | i | i | i | i | i | i
Cc1ccc(NC(=O)c2ccc(S(=O)(=O)N3CCCC3)cc2)nc1 | 1 | 0.4 | -26 | i | i | i | i | i | i | i | i

(list continues)
smiles | SKKanGAS inh | HIF act | Platelet DG rel | MrgX1 ag | TRPC4 inh | MrgX1 PAM | MrgX1 antag | TRPC6 inh | RGS4 block | RGS4 act | TRPC6 act
CC(=O)c1ccc(N(C(=O)c2csnn2)C(C(=O)NC2CCCC2)c2ccccc2)cc1 (centres undefined) | -3 | -0.2 | -1 | i | i | i | i | i | i | i | i
Cc1nnc(N(C(=O)c2cnccn2)c2ccccc2)s1 | 5 | 1.3 | 5 | i | i | i | i | i | i | i | i
O=C(Cc1ccccc1)NCCc1cnc[nH]1 | 1 | 1.1 | . | i | i | i | i | i | i | i | i
CC(C(=O)O)n1nnc2ccccc21 (centres undefined) | 1 | -0.1 | 5 | i | i | i | i | i | i | i | i
Cc1ccccc1CNc1ccc(C(CC(N)=O)NC(=O)c2ccc(Br)cc2)cc1[N+](=O)[O-] (centres undefined) | 20 | -0.2 | 2 | i | . | i | i | i | i | i | i
Cc1ccc(NC(=O)COC(=O)c2cccnc2)c(C)c1 | -10 | -50 | -32 | i | i | i | i | i | i | i | i
CCN(CC)C(=O)CSC(Nc1ccc(F)cc1)=C(C#N)C#N | 24 | 0.3 | 5 | 44* | i | i | i | i | i | i | i
CCC1CCCCN1CCCNC(=O)c1nn(C)c2c1CS(=O)(=O)c1ccccc1-2 (centres undefined) | -2 | -0.9 | -6 | i | i | i | i | i | i | i | i
O=C(Nc1ccc(Cl)cn1)C1C(c2ccccc2)C1(Cl)Cl (centres undefined) | 11 | -0.3 | 0 | i | i | i | i | i | i | i | i
Cc1ccc(N=Nc2c(=O)[nH]n3c(=O)cc(C)[nH]c23)cc1 | 11 | -0.2 | 12 | i | i | i | i | i | i | i | i
Cc1cc(Br)ccc1SCC(=O)OCC(=O)NC(C)c1ccccc1 (centres undefined) | 3 | -0.1 | 6 | i | i | i | i | i | i | i | i
Cn1cnc2c1c(=O)n(Cc1ccc(Cl)cc1Cl)c(=O)n2C | 10 | -1.2 | 3 | i | i | i | i | i | i | i | i
COC(=O)c1cnc(Nc2ccc(Cl)cc2)c([N+](=O)[O-])c1 | 5 | -0.1 | 20 | i | i | i | i | i | i | i | i
CCNC(=O)COC(=O)c1cc(C)n(-c2ccccc2)c1C | -1 | 1.8 | -7 | i | i | i | i | i | i | i | i
COC(=O)c1ccccc1NC(=O)Cn1cnc2c(cnn2-c2ccc(C)c(C)c2)c1=O | 32 | 0.1 | 2 | i | i | i | i | i | i | i | i
